# High-throughput results deposited in PubChem by several laboratories.
# NCOA2 inhibitor = inhibits human steroid receptor coactivator 2 | AID 651957 | 370,000 compounds, 0.17% hits | Q15596 | HEK293 GAL4-SRC2 luciferase reporter, luminescence | inhibition, % at 9 µM;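 active = inhibition above the mean inhibition of all tested compounds plus 3 SD, set per campaign, cut at about 52% in these data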;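 note: 0% = DMSO treated cells and 100% = cells given Gossypol at 36 µM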
# MC4R barr agon = activates human MC4R beta-arrestin recruitment; U2OS MC4R beta-arrestin complementation, luminescence; percent of melanotan II response, DMSO zero; 360,000 compounds, 0.98% hits; P32245; activation, % at 8.9 µM;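 active = activation above a per-plate cutoff, the mean activation of sample wells on that plate plus 3 SD, cut at about 8% in these data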
# TLR9-MyD88 block = inhibitors of human TLR9-MyD88 binding | Q9NR96+Q99836 | CHO BLA complementation TLR9-MyD88, CCF4 FRET ratio | inhibition, % at 4.98 µM | 340,000 compounds, 0.21% hits | AID 504734;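 active = inhibition above the mean over all tested compounds plus 3 SD, cut at about 21% in these data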;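 note: 0% = DMSO only wells and 100% = clavulanate BLA inhibitor control wells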
# COUP-TFII inh = inhibitors of human COUP-TFII (NR2F2) | P24468 | HEK293T NGFI-A luciferase reporter, luminescence | 370,000 compounds, 0.7% hits | inhibition, % at 8.6 µM;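 active = inhibition above a per-plate cutoff, mean inhibition of test wells between control levels plus 3 SD, cut at about 38% in these data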;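 note: cells cotransfected with COUP-TFII expression vector driving the NGFI-A reporter; 0% = median of COUP-TF2 test wells and 100% = reporter-only cells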
# ABHD5 PLIN5 PPI = blocks binding of human ABHD5 to perilipin-5; Q00G26+Q8WTS1; Split G. princeps luciferase complementation, luminescence, 4 h; inhibition, % at 4 µM; 360,000 compounds, 0.78% hits; AID 602281;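 active = inhibition above the mean inhibition across every tested compound plus 3 SD, cut at about 22% in these data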;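 note: 0% = DMSO only wells and the 100% control is not disclosed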
# NOD2 RIPK2 PPI = inhibitors of human NOD2-RIPK2 interaction; 360,000 compounds, 0.38% hits; CHO BLA complementation NOD2-RIPK2, CCF4 ratio; O43353; AID 624267; inhibition, % at 4.98 µM; in the data active = inhibition above about 21%;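 note: 0% = vehicle only and 100% = reference blocker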
# NCOA1 inh = inhibits human SRC1 coactivator. HEK293 GAL4-SRC1 luciferase reporter, luminescence. inhibition, % at 3.6 µM. Q15788. 360,000 compounds, 0.12% hits;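 active = inhibition above the campaign mean plus 3 SD, with each screening campaign given its own cutoff, cut at about 60% in these data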;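 note: 0% = DMSO treated cells and 100% = gossypol at 36 µM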
# Target sequence (Q15788 whole entry, looked up, the tested form may be a part): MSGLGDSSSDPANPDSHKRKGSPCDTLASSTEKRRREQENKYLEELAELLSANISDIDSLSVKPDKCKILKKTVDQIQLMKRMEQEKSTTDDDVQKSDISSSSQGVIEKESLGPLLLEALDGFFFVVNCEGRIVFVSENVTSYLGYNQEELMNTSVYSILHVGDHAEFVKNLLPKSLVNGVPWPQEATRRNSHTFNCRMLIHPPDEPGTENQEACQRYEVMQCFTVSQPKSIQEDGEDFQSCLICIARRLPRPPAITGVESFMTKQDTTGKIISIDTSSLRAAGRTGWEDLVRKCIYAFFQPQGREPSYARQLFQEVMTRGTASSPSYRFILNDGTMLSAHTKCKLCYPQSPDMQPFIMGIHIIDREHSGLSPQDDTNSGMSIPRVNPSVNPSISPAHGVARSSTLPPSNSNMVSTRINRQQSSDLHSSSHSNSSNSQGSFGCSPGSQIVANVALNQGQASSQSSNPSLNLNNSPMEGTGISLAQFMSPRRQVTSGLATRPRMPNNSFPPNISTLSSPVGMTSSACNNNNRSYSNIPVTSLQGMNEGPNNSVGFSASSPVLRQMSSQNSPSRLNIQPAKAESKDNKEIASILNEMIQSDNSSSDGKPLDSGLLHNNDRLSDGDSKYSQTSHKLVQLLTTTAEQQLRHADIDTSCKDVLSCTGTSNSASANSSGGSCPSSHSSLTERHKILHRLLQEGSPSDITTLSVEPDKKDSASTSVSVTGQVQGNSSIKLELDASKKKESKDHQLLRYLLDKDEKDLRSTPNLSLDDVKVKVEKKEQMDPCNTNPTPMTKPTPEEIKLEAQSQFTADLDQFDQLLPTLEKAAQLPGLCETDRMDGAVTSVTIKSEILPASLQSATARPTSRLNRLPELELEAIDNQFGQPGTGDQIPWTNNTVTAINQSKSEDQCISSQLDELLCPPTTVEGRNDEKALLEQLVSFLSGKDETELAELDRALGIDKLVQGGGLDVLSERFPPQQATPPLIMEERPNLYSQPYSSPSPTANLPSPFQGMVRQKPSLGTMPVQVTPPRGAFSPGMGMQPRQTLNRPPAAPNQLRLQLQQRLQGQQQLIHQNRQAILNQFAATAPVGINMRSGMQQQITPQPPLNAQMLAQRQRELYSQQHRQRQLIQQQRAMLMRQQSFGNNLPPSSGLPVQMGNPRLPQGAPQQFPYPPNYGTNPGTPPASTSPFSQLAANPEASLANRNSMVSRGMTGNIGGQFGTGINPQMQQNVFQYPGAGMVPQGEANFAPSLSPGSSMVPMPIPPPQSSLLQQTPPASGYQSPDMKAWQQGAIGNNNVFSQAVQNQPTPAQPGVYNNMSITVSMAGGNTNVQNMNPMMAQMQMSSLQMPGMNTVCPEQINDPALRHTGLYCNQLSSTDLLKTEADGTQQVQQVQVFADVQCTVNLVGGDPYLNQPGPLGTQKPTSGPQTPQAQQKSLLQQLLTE
# MC4R antag cAMP = human MC4R antagonism in cAMP assay | P32245 | MC4R-expressing cells, MTII-stimulated cAMP, LANCE TR-FRET | inhibition, % at 6.5 µM | AID 540295 | 360,000 compounds, 0.48% hits;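 active = inhibition above its plate's cutoff, the mean of tested wells on that plate plus 3 SD, cut at about 29% in these data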;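 note: 0% = Melanotan II alone and 100% = Melanotan II plus saturating MCL0020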
#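 Material: U2OS-MC4R stable cell line | Reagent: Melanotan II challenge after compound preincubation | Doses: One concentration, 6.5 µM nominal | Incubation: 30-min compound preincubation, 1-h Melanotan II challenge, 1-h detection, room temperature | Signal: TR-FRET cAMP assay | Replicates: One well per compound, no replicates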
# LMP1 NFkB inh = inhibitors of Epstein-Barr LMP1-induced NF-kappaB reporter; LMP1-induced NF-kappaB luciferase reporter cells, luminescence; 350,000 compounds, 0.69% hits; inhibition, % at 12.5 µM; AID 504558; in the data active = inhibition above about 41%;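 note: 0% = neutral control wells and 100% = reference inhibitor control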
# NR5A2 inv ag = suppresses constitutive activity of human LRH-1; O00482; HEK293T StAR-luciferase reporter, LRH-1 transfected, 24 h; inhibition, % at 3.6 µM; 360,000 compounds, 0.13% hits; AID 602396;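 active = inhibition above the mean inhibition of all tested compounds plus 3 SD, cut at about 73% in these data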;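 note: 0% = DMSO wells and 100% = reporter-only cells lacking LRH-1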
# SRC3 inh = inhibits human SRC3 coactivator. 360,000 compounds, 0.17% hits. HEK293 GAL4-SRC3 luciferase reporter, luminescence. inhibition, % at 3.6 µM;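 active = inhibition above a per-campaign cutoff, the mean of all compounds plus 3 SD, cut at about 60% in these data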;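 note: 0% = DMSO-treated cells and 100% = gossypol-treated cells at 36 µM; higher means less SRC3-driven luciferase light from the GAL4 reporter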
# Numbers without * were called inactive; / = not tested or not shown; & = joins results of further samples; ! = not confirmed by another sample.
smiles	LMP1 NFkB inh	MC4R barr agon	ABHD5 PLIN5 PPI	NOD2 RIPK2 PPI	NCOA1 inh	MC4R antag cAMP	SRC3 inh	NCOA2 inhibitor	NR5A2 inv ag	TLR9-MyD88 block	COUP-TFII inh
CC(C)(Cc1cccc(CC(C)(C)C(=O)O)c1)C(=O)O	2	0.0	-1	3	-15	3	23	-36	-14	-11	1
COc1cccc(NC(=O)c2cc(-c3cccnc3)nc3c(Cl)cccc23)c1	-3	12*	-8	-4	-5	5	23	-21	18	-5	7
O=C(O)c1cccc(NC(=O)c2cn(-c3ccccc3)nc2-c2cccc(Br)c2)c1	-4	-0.9	-4	3	-2	12	-2	8	6	-10	5
O=C(Cn1ccc(NC(=O)OCc2ccccc2)nc1=O)NCCCn1ccnc1	-3	-2.2	6	-13	1	3	0	-8	-8	-14	0
CCCCn1c(SCC(=O)Nc2cc(C)on2)nc2c1c(=O)n(C)c(=O)n2C	8	-1.3	3	0	15	1	10	-20	10	-5	5
Cc1ccc(C(=O)COC(=O)c2cccc(N3C(=O)c4c(C)nc5ccccc5c4C3=O)c2)cc1C	-6	-0.5	-3	3	-87	-6	-80	-23	-99	-2	-55
Cc1ccc(O)c(C(CC(=O)NC2CCCCC2)c2ccccc2)c1 (stereo unspecified)	0	2.6	0	-4	-1	1	12	14	3	/	0
COc1cccc(/C=N/NC(=O)c2ccc([N+](=O)[O-])cc2Cl)c1O	12	-1.9	8	-3	14	3	32	7	-40	-4	2
O=S(=O)(Nc1ccc(-c2ccc3nncn3n2)cc1)c1cccs1	1	-2.0	4	0	-6	10	-3	-11	12	7	-22
Nc1nnc(CSc2ccc(Cl)cc2)s1	1	-2.5	2	-4	-7	-1	-5	-10	-11	-6	-7
C=CCn1c(NCc2ccccc2O)nc2ccccc21	-3	0.1	-5	0	-40	-3	-26	-34	-4	4	10
O=C(Nc1ccc2c(c1)OCCO2)C1CCN(S(=O)(=O)c2ccccc2)CC1	-2	0.2	9	4	5	3	-2	-13	12	-4	-25
CCN(CC)S(=O)(=O)c1cccc(-c2nnc(SC(C)C(=O)NCCC3=CCCCC3)o2)c1 (stereo unspecified)	3	-1.7	-1	-2	-7	6	9	0	-7	-4	28
O=C(N/N=C/c1ccccc1C(F)(F)F)c1ccc(O)cc1	-14	-1.8	2	-13	-51	-4	-42	-32	-48	3	-50
Cc1cccc(N2CCN(C(=O)c3ccncc3)CC2)c1C	6	-1.3	4	6	-16	-5	-1	-20	2	1	8
CCOC(=O)Cc1nnc(NC(=O)C(CC)Sc2nc(C)cc(=O)[nH]2)s1 (stereo unspecified)	-2	-0.6	4	12	-7	7	8	1	1	3	13
Cc1cc(C)cc(NC(=O)Nc2ccc(S(=O)(=O)Nc3cc(C)on3)cc2)c1	4	0.4	-4	-9	-8	5	13	/	-12	10	/
O=C(O)c1cc2[nH]c3c(c2cc1Cl)CCCC3	-2	-1.8	-1	5	3	3	-11	-4	-12	-12	-6
Cc1ccc(S(=O)(=O)N2[C@@H](Cc3ccccc3)CO[C@H]2CC(=O)c2ccccc2)cc1	/	/	1	-3	/	/	/	-8	7	/	7
COc1ccccc1C(=O)OCC#CCSc1nnc(-c2cccc3ccccc23)o1	1	-0.1	1	-7	-12	2	-10	6	3	1	0
COc1ccc(CC(=O)NNC(=O)[C@@H]2CCCC[C@@H]2C(=O)O)cc1	-7	-1.6	-5	-1	-9	6	-8	-18	-14	4	17
NC(=O)C1CCN(C(=O)CCC(=O)c2ccc(Br)cc2)CC1	-47	-0.8	6	1	-7	7	11	20	-8	-12	12
CC(=O)N(Cc1cccs1)C1CCOC(C)(C)C1 (stereo unspecified)	3	-2.2	5	-2	10	-3	15	-3	4	-1	8
O=C(Nc1c2c(nn1-c1ccc(Cl)cc1)CS(=O)(=O)C2)C1CC1	0	-1.9	4	-5	2	17	17	8	-19	1	-1
CCC(C)(C)NC(=O)CN(C(=O)CCC(=O)Nc1ccccn1)c1ccc2c(c1)OCO2	-7	-0.5	1	-3	4	3	-1	-5	-13	-8	7
Cn1c(Cl)cnc1C(O)(c1ccccc1)c1ccccc1	-4	-3.5	-5	2	-7	-4	7	-11	6	-7	-11
Cc1ccc2nc(-c3ccccn3)cc(C(=O)NC(C)C(C)(C)C)c2c1 (stereo unspecified)	6	3.6	2	-5	11	0	3	12	16	6	-32
CS(=O)(=O)N1CCN(C(=O)NC2CCCCC2)CC1	9	1.2	1	-6	-1	2	7	-22	13	-1	11
Cc1ccc(Cl)cc1N1CCN(S(=O)(=O)c2ccc(-c3ccc(=O)[nH]n3)o2)CC1	2	2.0	-3	-4	-3	6	2	-5	-5	-10	-10
Cc1cccc2sc(NC(=O)CCNS(=O)(=O)c3cccc4nonc34)nc12	0	-0.2	11	-5	4	6	-10	26	15	-5	15
CC1CC(C)CN(C(=O)CN2C(=O)NC(C)(C)C2=O)C1 (stereo unspecified)	7	-0.6	-9	-3	13	-4	6	12	7	-3	2
Cc1c(C(=O)O)sc(S(=O)(=O)N2CCN(C(=O)Cc3ccc(Cl)cc3)CC2)c1C(=O)O	-3	0.7	3	-11	8	10	0	-2	-13	-6	8
Cc1nc2oc(C(=O)c3ccc(Br)cc3)c(N)c2c2c1COC(C)(C)C2	3	-1.2	9	-9	-13	3	3	5	1	-2	11
O=C(NCCN1CCOCC1)c1cccc(S(=O)(=O)Nc2cc(Cl)ccc2Cl)c1	5	-3.4	7	-9	-6	0	7	-8	-14	-4	9
COc1ccc(OC)c(NC(=O)C2CCCNC2=O)c1 (stereo unspecified)	-2	-1.3	11	-12	0	17	-3	-15	-5	-15	9
Cc1ncc(C[n+]2csc(CCO)c2C)c(N)n1	2&4	-1.3&-1.5	-3&1	-6&1	-8&-6	8&9	-2&-30	4&-2	-2&-2	0&1	4&-2
O=C(NCc1ccncc1)Nc1ccccc1	-1	-0.4	3	3	-4	15	-8	16	-3	6	-3
Cc1ccsc1/C=C(\C#N)C(=O)NC1CCS(=O)(=O)C1 (stereo unspecified)	-5	-2.9	-7	5	-6	-1	1	-3	2	-1	-6
Cc1nc(CC(=O)c2ccc(O)cc2O)cs1	6	-1.9	0	4	-3	-2	2	-4	-21	4	-2
Cc1cccc(Nc2nc(N3CCCC3)nc(N3CCCC3)n2)c1	6	2.5	-10	-18	-5	8	-3	10	-1	1	-12
O=C(Nc1ccc(Cl)cc1)NC1CCCc2ccccc21 (stereo unspecified)	-20	4.5	5	1	-9	6	-21	-25	-27	1	6
CC(C=NNC(=O)C(=O)NN=CC(C)=Cc1ccccc1)=Cc1ccccc1	1	5.8	-9	-5	-31	-2	-48	/	-18	0	/
O=C1CCC[C@@H]2C=C[C@H](c3ccc(Br)cc3)[C@H]3CCN1[C@@H]32	/	/	2	0	/	/	/	-3	14	/	-2
CCc1ccccc1NC(=S)NCC1CCN(c2ccc(OC)cc2)C1 (stereo unspecified)	-3	0.7	2	2	-9	6	2	-14	11	-8	12
Cc1ccccc1SCC(=O)N/N=C/c1ccc(F)cc1	-6	0.4	-1	1	-7	-1	1	-5	4	-2	0
Cc1cc(=O)[nH]c(Nc2ccc(Cl)cc2)n1	7	-2.8	-3	0	-6	7	-1	13	4	5	-9
COc1ccccc1CCNC(=O)c1ccoc1C	-1	1.1	11	2	0	5	-29	8	-3	-2	-3
CCCCNc1c(-c2ccc(OC)c(SC3CCCCC3)c2)nc2ccc(C)cn12	25	-0.2	-13&-11	53*!	7	14	2	21&31	30&32	-7	15&14
CC1CCN(c2c(NCC3CCC(C(=O)Nc4ccccn4)CC3)c(=O)c2=O)CC1 (stereo unspecified)	8	0.4	16	-1	20	2	-23	16	10	-2	-4
CCCCN1CC(N2CCN(Cc3cccc(C)c3)CC2)CS1(=O)=O (stereo unspecified)	/	/	6	-3	5	/	6	16	12	/	11
Cc1c(CCOC(=O)c2ccc(N3CCOCC3)c([N+](=O)[O-])c2)sc[n+]1CC#N	-10	-1.9	2	2	-5	13	12	-5	12	-1	1
Cc1cc(=O)n(C)c(=O)n1CCCCOc1cccc([N+](=O)[O-])c1	-2	0.4	4	-1	7	0	8	1	11	-10	5
CCCCC(=O)Nc1ccccc1Oc1ccccc1	6	-1.2	2	2	1	4	10	15	-2	1	-8
CCOC(=O)C1=C(N)n2c(s/c(=C\c3cccs3)c2=O)=C(C(=O)OCC)C1c1cccs1 (stereo unspecified)	5	-2.2	7	27*	4	-28	21	-29	30	1	-1
O=C1/C(=C\c2ccc(Cl)cc2)CCC1CNc1ccc(Cl)cc1 (stereo unspecified)	-1	-2.3	37*	0	-13	11	-15	-13	-17	2	7
CCc1cc(=O)oc2cc(OCC(=O)NC3CC(C)(C)NC(C)(C)C3)ccc12	-2	-0.3	1	-6	-23	-4	12	-24	33	-1	4
CC(C)(C)S(=O)(=O)c1cnc(N2CCOCC2)nc1N	3	-1.9	4	4	4	8	11	9	-5	2	-3
Cc1ccc(CCNC(=O)C2CCC(=O)N2C(C)C)cc1 (stereo unspecified)	-13	-1.2	-3	11	-20	-7	-3	6	0	5	-13
COC1C(=O)CCC2(CO2)C1(O)C1(C)OC1CC=C(C)C (stereo unspecified)	/	0.0	-1	-13	17	-2	46	-17	48	/	7
C=CCn1c(SC2CCOC2=O)nc2sc(C)c(C)c2c1=O (stereo unspecified)	2	-2.7	-1	-11	-4	-25	6	4	-10	7	8

# Going on with the list.
smiles	LMP1 NFkB inh	MC4R barr agon	ABHD5 PLIN5 PPI	NOD2 RIPK2 PPI	NCOA1 inh	MC4R antag cAMP	SRC3 inh	NCOA2 inhibitor	NR5A2 inv ag	TLR9-MyD88 block	COUP-TFII inh
C[C@H](CO)N1C[C@H](C)[C@@H](CN(C)S(=O)(=O)c2ccccc2F)Oc2ncc(Br)cc2C1=O	-3	1.6	3	-9	-2	3	-1	7	-5	3	3
COC(=O)c1c(NC(C)=O)sc2c1CCCC2	-1	-1.2	-5	-6	-19	8	1	0	-2	-12	-2
Cc1cccc(C(CC(=O)NCCc2ccccc2)c2ccccc2)c1O (stereo unspecified)	-8	-1.3	-2	-2	-3	9	15	-11	-15	-2	5
CC(C)OC(=O)CC12CN3CN(C1)CC(CC(=O)OC(C)C)(C3)C2=O	-6	0.5	-1	5	22	2	-4	6	7	3	5
Cc1[nH]c2ccccc2c1C(=O)CCl	-3	-2.7	9	-3	-41	0	-6	23	10	1	-22

# This is a subset. The share of hits here may be higher or lower than overall.
